High-throughput results (PubChem)
TPT1 inh: blocks Candida albicans tRNA 2'-phosphotransferase; recombinant caTPT1, FP RNA substrate dephosphorylation; inhibition, % at 5 µM; actives 0.81% (n = 300,000);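 active = inhibition above the mean of all tested compounds plus 3 SD, set per screening campaign, cut at about 24% in these data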;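 also: plate controls were DMSO alone for no effect and ferristatin control at 100 nM for full effect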
LYPLA2 inh: blocks human lysophospholipase 2, a PME1 counter-screen | O95372 | recombinant LYPLA2, FP-Rh probe fluorescence polarization | inhibition, % at 5.9 µM | actives 0.38% (n = 320,000);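 active = inhibition above the screen-wide mean plus 3 SD, limit set per campaign, cut at about 26% in these data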;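 also: 0% = LYPLA2 with DMSO and 100% = wells lacking LYPLA2 enzyme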
Target sequence (O95372 whole entry, looked up): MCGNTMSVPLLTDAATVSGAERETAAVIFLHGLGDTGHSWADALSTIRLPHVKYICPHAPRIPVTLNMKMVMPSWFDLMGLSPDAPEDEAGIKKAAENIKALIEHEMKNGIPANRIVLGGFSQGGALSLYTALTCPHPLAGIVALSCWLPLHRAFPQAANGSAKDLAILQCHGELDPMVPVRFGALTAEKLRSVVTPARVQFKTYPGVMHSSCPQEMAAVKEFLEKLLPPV
Fh CTSL1 inh: counter-screen for PFM18AAP inhibitors: inhibitors of F. hepatica cathepsin L1; recombinant F. hepatica cathepsin L1, Z-Leu-Arg-MCA fluorescence; inhibition, % at 5.96 µM; actives 0.49% (n = 300,000); AID 1906;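 active = inhibition above the mean of all tested compounds plus 3 SD, set per screening campaign, cut at about 17% in these data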;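 also: 0% = plate median of test compound wells and 100% = 1 µM Z-Phe-Ala-diazomethylketone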
core dimer inh: HCV core protein dimerization inhibition; TR-FRET GST/Flag-core106 dimerization, 1536-well; inhibition, % at 5 µM; actives 0.33% (n = 300,000); AID 1899;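 active = inhibition above the mean of all tested compounds plus 3 SD, set per screening campaign, cut at about 45% in these data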
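System: GST-tagged and Flag-tagged HCV core protein residues 1-106 / Input: core106 proteins, GST 13.5 nM and Flag 17 nM / Buffer or medium: KF-containing HEPES buffer, pH 7.45, DTT, CHAPS, BSA / Probe or stimulus: Eu-anti-GST and XL665-anti-Flag labelled anti-tag antibodies / Schedule: 4 h, 22.5 °C incubation / Technique: TR-FRET 671 and 617 nm emission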
JMJD2C inh: human JMJD2C demethylase inhibition. Q9H3R0. GST-JMJD2C(1-420) H3K9me3 demethylation, DELFIA europium. inhibition, % at 2.35 µM. actives 0.069% (n = 330,000);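 active = more than half of a compound's replicate wells show inhibition beyond 50%, single wells judged on their own value; inconclusive = some, but no more than half, of replicates pass 50% inhibition; inactive = no replicate passes 50% inhibition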;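 also: signal counts dimethyl H3K9 product captured on neutravidin plate; 0% = median of DMSO wells and 100% = 0.3 times that DMSO median; strong numbers were not always called active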
PREPL inhibitor: inhibits the human prolyl oligopeptidase-like enzyme; Q4J6C6; recombinant PREPL, fluorescence polarization activity-based probe; inhibition, % at 5.96 µM; actives 0.68% (n = 320,000); AID 2751; in the data active = inhibition above about 43%;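 also: 0% = enzyme with DMSO and 100% = wells lacking enzyme; many of its hits are not listed in these tables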
Efflux pump inh: blocks antifungal efflux pumps in multiplex yeast assay | inhibition, % at 10 µM | S. cerevisiae Candida pump triplex, Nile Red efflux | actives 0.44% (n = 330,000);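 active = plate passing quality check with inhibition over a set limit, or well fluorescence over plate mean plus 4 SD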;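 also: Nile Red retained in pooled yeast measured as flow cytometry median fluorescence; 0% = buffer negative control and 100% = Enniatin B positive control; higher means more Nile Red kept so more efflux inhibition; some compounds called inactive have numbers as strong as hits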
PP5 primary: PP5 (human) phosphatase inhibition | AID 1987 | purified PP5c, OMFP substrate fluorescence | actives 0.18% (n = 320,000) | inhibition, % at 6.7 µM | P53041;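 active = inhibition above the campaign's mean inhibition across all tested compounds plus 3 SD, cut at about 9.5% in these data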;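 also: 0% = DMSO only and 100% = 100 µM cantharidin control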
Target sequence (P53041 whole entry, looked up): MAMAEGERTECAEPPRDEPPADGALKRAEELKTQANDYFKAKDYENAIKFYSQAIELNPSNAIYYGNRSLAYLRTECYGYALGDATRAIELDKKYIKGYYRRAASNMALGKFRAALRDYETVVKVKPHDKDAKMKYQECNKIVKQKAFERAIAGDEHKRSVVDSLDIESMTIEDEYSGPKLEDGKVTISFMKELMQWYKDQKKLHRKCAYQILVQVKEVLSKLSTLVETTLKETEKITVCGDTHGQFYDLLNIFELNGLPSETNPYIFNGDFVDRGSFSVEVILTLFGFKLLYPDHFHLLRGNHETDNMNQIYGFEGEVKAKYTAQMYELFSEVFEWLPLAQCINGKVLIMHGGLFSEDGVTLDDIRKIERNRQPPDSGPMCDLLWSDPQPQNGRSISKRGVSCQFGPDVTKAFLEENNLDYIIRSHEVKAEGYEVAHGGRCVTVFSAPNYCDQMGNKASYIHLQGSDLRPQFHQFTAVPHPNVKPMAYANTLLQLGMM
PP1 counter: counter-screen for PP5 inhibitors: inhibitors of human PP1-alpha; P62136; actives 0.9% (n = 320,000); purified PP1alpha, OMFP fluorescence; AID 2235; inhibition, % at 6.7 µM;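 active = inhibition above the mean inhibition of all tested compounds plus 3 SD, computed separately for each screening campaign, cut at about 15% in these data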
Target sequence (P62136 whole entry, looked up): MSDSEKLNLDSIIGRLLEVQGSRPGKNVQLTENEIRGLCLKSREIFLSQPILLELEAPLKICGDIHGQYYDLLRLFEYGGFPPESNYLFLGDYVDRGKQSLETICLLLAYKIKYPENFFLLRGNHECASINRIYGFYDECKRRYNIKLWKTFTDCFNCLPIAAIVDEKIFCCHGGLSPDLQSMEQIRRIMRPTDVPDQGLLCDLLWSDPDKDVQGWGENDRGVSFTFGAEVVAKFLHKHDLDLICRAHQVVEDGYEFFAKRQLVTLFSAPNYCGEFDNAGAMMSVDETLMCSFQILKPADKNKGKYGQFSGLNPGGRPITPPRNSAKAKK
* hit, by the source's call; ? = inconclusive; / = not tested or not shown; & = joins results of further samples. Some of the compounds tested, so the mix of outcomes need not match the whole.

| Compound | JMJD2C inh | LYPLA2 inh | core dimer inh | PP5 primary | Fh CTSL1 inh | Efflux pump inh | PP1 counter | PREPL inhibitor | TPT1 inh |
| --- | --- | --- | --- | --- | --- | --- | --- | --- | --- |
| COc1ccc([N+](=O)[O-])cc1/C=N/NC(=O)/C(=C\c1cccs1)NC(=O)c1ccccc1 | -2.1 | 8.8 | 25.7 | 2.9 | 2.6 | -0.2 | 6.7 | 7.6 | -5.3 |
| COc1cc(OC)cc(C(=O)NC2CCN(CCCOc3ccccc3)CC2)c1 | 5.3 | 5.1 | -3.8 | 2.9 | 5.4 | 0.0 | -0.6 | -13.2 | 0.0 |
| CCN1CCN(C(=O)C2c3cc(OC)c(OC)cc3C(=O)N3CCc4ccccc4C23)CC1 (stereo not given) | -49.7 | 3.0 | 0.9 | 0.1 | 0.6 | -0.1 | -1.1 | 10.0 | -5.0 |
| Cc1ccc2cc(-c3noc(C(C)(C)C)n3)c(=O)[nH]c2c1 | 4.0 | -0.5 | -2.7 | 0.7 | 0.2 | 0.0 | -1.1 | -3.1 | -3.1 |
| CC(/C=N/n1c(-c2cc(C)[nH]n2)n[nH]c1=S)=C\c1ccccc1 | -0.2 | 4.0 | -14.8 | 2.9 | -1.4 | -0.3 | 6.0 | 0.0 | -6.5 |
| CN1/C(=c2/s/c(=C3/C(=O)N(c4ccccc4)NC3=Nc3ccccc3)n(C)c2=O)C(C)(C)c2ccccc21 | 4.7 | -3.9 | 21.6 | 2.7 | 4.7 | -0.1 | 8.9 | 14.5 | 128.3* |
| CSc1ncccc1C(=O)OCC(=O)NC1CCC(C)CC1 (stereo not given) | 6.3 | -1.1 | / | 0.1 | / | 0.1 | -1.6 | 6.8 | / |
| O=C(COC(=O)C1C2CC3OC(=O)C1C3C2)Nc1ccccc1 (stereo not given) | 5.0 | -6.1 | -28.8 | 0.5 | 5.6 | -0.1 | -6.9 | 5.0 | 1.4 |
| O=C(Nn1cnnc1)c1ccc(Cl)c([N+](=O)[O-])c1 | -6.5 | -2.3 | 0.7 | 0.4 | -1.6 | 0.0 | -4.5 | -6.5 | -2.3 |
| CCCn1nnc(NC(=O)COc2ccccc2Cl)n1 | 1.4 | 0.8 | 3.8 | 1.3 | -14.4 | -0.1 | -5.1 | 2.7 | 0.9 |
| CCOCc1cnc(C)nc1NCC(=O)c1c(C)[nH]c2cc(C)ccc12 | 0.5 | 3.1 | 0.7 | 2.9 | 2.3 | 0.1 | -1.8 | 11.2 | -2.0 |
| Cc1ccc(SC(c2ccccc2)C(Cn2cncn2)C(=O)c2ccccc2)cc1 (stereo not given) | 5.1 | -0.8 | 9.5 | 2.2 | -2.4 | 0.0 | 3.4 | -2.3 | 2.3 |
| CCOC(=O)C1=C(C)N=c2s/c(=C/c3ccc(OCC(=O)O)cc3)c(=O)n2C1c1cc(OC)c(OC)c(OC)c1 (stereo not given) | 8.4 | -3.4 | 15.1 | 0.6 | 10.3 | 0.2 | 7.2 | -7.3 | 11.2 |
| Cc1ccc(S(=O)(=O)NCC(=O)N(CC(=O)NCC2CCCO2)CC2CCCO2)cc1 (stereo not given) | -9.7 | -2.0 | 3.0 | -3.6 | 3.2 | 0.0 | -5.0 | 2.7 | 3.3 |
| O=C(CCc1c[nH]c2ccccc12)NC(Cc1ccccc1)C(=O)O (stereo not given) | -2.6 | 4.0 | -21.1 | -9.4 | 5.9 | 0.0 | -6.0 | -2.3 | 1.0 |
| O=C(CNC(=O)c1cccs1)N/N=C/c1cccc(Cl)c1 | 3.9 | 0.3 | -6.5 | 1.7 | 0.9 | 0.4 | -6.5 | -0.3 | -1.0 |
| Cc1ccc(CSCC(Nc2ccc(C(=O)O)cc2[N+](=O)[O-])C(=O)O)cc1 (stereo not given) | 2.2 | -1.8 | -0.3 | 1.4 | -0.8 | 0.1 | 1.9 | 0.9 | 6.2 |
| Cc1cc(C)c2nc(N3CCN(C(=O)c4ccco4)CC3)sc2c1 | -2.5 | -2.6 | -8.0 | 2.0 | 4.1 | 0.0 | -0.6 | 15.5 | -1.9 |
| COc1ccc(NC(=O)c2ccco2)c(NC(=O)c2ccc([N+](=O)[O-])cc2)c1 | -8.2 | -2.6 | -8.8 | -0.3 | 0.0 | 0.2 | 2.0 | 9.9 | 3.6 |
| CCOC(=O)n1c(=O)oc2ccc(Cl)cc21 | -15.7 | 6.8 | 1.2 | 2.6 | 2.7 | 0.2 | -1.1 | -2.7 | -7.0 |
| COC(=O)c1c(C(=O)OC)c(-c2ccc(Cl)cc2)n2c1CS(=O)(=O)C2 | 1.4 | -2.2 | -4.1 | 3.9 | -6.8 | 0.1 | -2.9 | 2.2 | 0.1 |
| COc1ccc(CNC(=O)c2cc(C)nc3ccccc23)cc1OC | -6.1 | -1.7 | 1.8 | -1.1 | 0.8 | 0.0 | -2.2 | 5.6 | -1.6 |
| COc1cc(NC(=O)C2CC(c3c(F)cccc3Cl)=NO2)cc(OC)c1OC (stereo not given) | -0.5 | -1.7 | 11.7 | -0.9 | 0.2 | -0.2 | -0.8 | -4.7 | 1.8 |
| Cc1cc(=O)n2ccccc2c1C#N | 5.1 | -0.3 | 2.3 | -3.1 | 1.5 | 0.2 | -0.8 | 8.1 | 3.2 |
| CCCn1c(SCC(=O)N2CCCc3ccccc32)nnc1-c1ccccn1 | -2.9 | 4.9 | 3.8 | 1.8 | -2.7 | 0.0 | -2.1 | -7.1 | 1.4 |
| CSc1nc(C)c2c(n1)N(c1ccc(C(C)C)cc1)CC2 | 3.9 | 3.4 | -3.6 | 0.3 | 6.9 | 0.0 | -0.8 | 22.4 | -3.4 |
| CC(C)c1onc(C(=O)NCc2ccc(F)cc2)c1[N+](=O)[O-] | 1.0 | 6.5 | -7.5 | 1.6 | 9.6 | -0.3 | -0.3 | 12.0 | -2.7 |
| CCN(CC)c1ccc(NC(=O)c2ccc(=O)[nH]c2)cc1S(=O)(=O)Nc1ccc(OC)cc1 | 0.8 | -18.5 | 6.7 | 2.5 | 1.5 | 0.0 | 4.1 | 26.3 | -0.4 |
| CCOC(=O)c1ccc(NC(=O)CSc2nnc(-c3cccs3)n2CC)cc1 | 1.4 | 5.5 | 2.8 | 0.8 | -19.9 | -0.4 | 1.8 | 5.0 | -2.0 |
| CC1CCN(CC(O)Cn2c3ccccc3c3ccccc32)CC1 (stereo not given) | 5.3 | -0.1 | -7.5 | -0.2 | -3.0 | 0.1 | 1.6 | 6.3 | 0.8 |
| CCc1ccc(NC(=O)CCn2c(=O)oc3ccccc32)cc1 | 21.6 | -4.5 | 11.2 | -1.1 | -2.1 | 0.0 | -3.2 | -40.9 | -1.1 |
| Cc1noc(C)c1S(=O)(=O)N(CC(=O)NCc1ccc(F)cc1)c1ccc(C(C)C)cc1 | 70.9 | 11.7 | -5.2 | 3.7 | 2.9 | 0.3 | 4.5 | -0.5 | -0.5 |
| Cc1cc2cc(CNC(=O)C3CCCC3)ccc2n1C | -9.6 | -1.4 | -0.3 | 2.6 | -1.4 | 0.5 | 3.1 | 14.1 | 0.0 |
| CC(=O)c1ccccc1NC(=O)COC(=O)c1cc(C)oc1C | 11.5 | 10.5 | / | -1.0 | / | -0.3 | 2.4 | 10.3 | / |
| O=C(Nc1cc2c3c(c1)CC(=O)N3CCC2)C1CCCCC1 | ? | -2.7 | -0.9 | 1.9 | 0.4 | 0.0 | -1.4 | 2.8 | -0.9 |
| COc1cccc(-c2cc(C(=O)N3CCN(C(c4ccccc4)c4ccccc4)CC3)no2)c1 | 8.2&1.1 | -5.7 | 4.9 | 7.1 | -3.7 | 0.5 | 4.8 | 2.4 | 5.0 |
| Cc1ccccc1-c1nnc(SCc2ccc(F)cc2)o1 | 17.4 | 5.8 | -2.6 | 2.4 | -1.1 | 0.1 | 0.1 | -8.5 | 4.3 |
| C/C(Nc1ccccc1C(F)(F)F)=C1/CCOC1=O | 0.6 | -2.4 | 0.8 | 2.4 | 4.4 | -0.1 | -3.7 | 3.2 | -1.1 |
| CN(C)CCC#CC1(O)c2ccccc2-c2ccccc21 | 5.1 | 3.8 | 0.5 | 2.1 | 3.8 | 0.1 | -0.9 | 16.3 | -2.4 |
| COC(=O)c1ccc(NC(=S)Nc2ccc(O)cc2)cc1 | -11.0 | -0.5 | 9.1 | 1.7 | -13.1 | -0.1 | -3.6 | 3.3 | -0.7 |
| COc1cc(N)c(Cl)cc1C(=O)OC(C)C(=O)Nc1cccc(S(=O)(=O)N2CCOCC2)c1 (stereo not given) | 0.1 | -2.3 | -1.0 | -0.6 | -6.1 | 0.3 | -5.7 | 9.8 | 4.6 |
| C[N+](C)(C)CC/C=C1/c2ccccc2CSc2ccccc21 | -1.2 | -5.7 | -5.2 | 5.5 | -7.0 | 0.1 | -13.0 | -1.0 | 1.9 |
| CCOC(=O)c1ccc(N2CN(CC)CNC2=S)cc1 | -3.8 | 0.4 | 3.5 | 0.2 | 2.0 | 0.2 | -2.1 | -7.0 | -1.2 |
| CCCC12CN3CCN(CC(C3)/C1=N\NC(=O)c1ccc(C(C)(C)C)cc1)C2 | -1.9 | 0.6 | -3.2 | 2.1 | -0.7 | 0.4 | -0.9 | -6.6 | 0.8 |
| Cc1ccc(NC(=S)NNC(=O)c2nn(C)c(C)c2Cl)cc1 | -3.8 | -4.3 | -14.9 | 0.6 | 1.5 | 0.0 | 0.3 | 1.8 | 1.2 |
| Cc1cc2ccccc2n2c(SCC(=O)NCc3cccs3)nnc12 | 8.3 | 3.8 | -3.6 | 0.3 | 0.6 | -0.1 | -0.8 | 11.4 | -3.2 |
| CSc1ccccc1NC(=O)CN(C)C(=O)c1ccc(NC(=O)c2cccs2)cc1 | -1.7 | -1.8 | / | -0.6 | / | 0.3 | -2.2 | -3.6 | / |
| CCOc1ccccc1OCc1nn2c(-c3ccc(C)cc3)nnc2s1 | 11.7 | 4.6 | 3.3 | 3.2 | -0.3 | 0.0 | 4.9 | -18.7 | -1.8 |
| O=C(CSc1nnc(-c2cccnc2)n1Cc1ccco1)Nc1cccc(O)c1 | -4.5 | -3.8 | 1.5 | 1.6 | -5.7 | -0.3 | 0.3 | -12.0 | 1.0 |
| COCCCNc1nc2nonc2nc1N1C[C@H]2CC[C@H]1C2 | 3.6 | -8.0 | -3.2 | 2.3 | 0.0 | 0.1 | -3.8 | -7.0 | -2.0 |
| CCn1nc(C)c(/C=N/NC(=O)c2ccc3c(c2)c(C)c(C)n3Cc2ccccc2)c1C | 134.2 | -5.4 | 30.7 | 0.3 | 2.2 | 0.0 | 12.3 | 9.2 | -0.1 |
| CC(C)CCNC(=O)C(=O)NCC1OCCCN1S(=O)(=O)c1cccs1 (stereo not given) | -0.9 | 5.1 | 0.1 | 1.3 | -1.6 | 0.1 | -1.7 | -3.6 | -1.1 |
| Cc1nonc1OCCNCc1c(C(=O)N2CCCCCCC2)nc2ccc(Cl)cn12 | 1.7 | 5.5 | 16.9 | -3.9 | 1.6 | 0.0 | -1.6 | 8.7 | -2.2 |
| CN1CCc2c(c3ccccc3n2C)C1 | -4.0 | 0.6 | -6.2 | 0.6 | -1.3 | 0.1 | 8.1 | 1.0 | 1.5 |
| Cc1ccc(-n2nc3c(=O)n(CCCC(=O)NCc4cccc(Cl)c4)nc(C)c3c2C)cc1 | 0.8 | 6.1 | 6.8 | 0.4 | 2.2 | 0.0 | -1.4 | 4.6 | -3.4 |
